Source: PubChem (several laboratories)
eIF4E 4G PPI = eIF4E–eIF4G protein interaction inhibitors, primary screen, biochemical, uHTS, TR-FRET, eIF4GI fragment. inhibition, % at 21.7 µM. TR-FRET eIF4E-eIF4GI(517-606) binding, 2 h. 220,000 compounds, 0.37% hits. AID 782, 2007;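 active = inhibition above about 30%, limit read from the data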;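 note: 0% = full FRET control wells and 100% = background wells lacking eIF4GI fragment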
Wee1 stabilizer = Wee1 degradation inhibitors, primary screen, cell-based, HeLa, Wee1K328M-luciferase, luminescence; reporter increase, % at 5 µM; Wee1-like protein kinase (Homo sapiens), P30291; HeLa Luc-Wee1K328M stability; 100% = proteasome inhibitor MG132 effect; 220,000 compounds, 1.2% hits;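 active = activation above the mean of all tested compounds plus 3 SD, set per screening run, cut at about 8.8% in these data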;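 note: cells exposed to compound for 20 h before luminescence read; 0% = DMSO alone and 100% = MG132 at 30 µM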
hK5 inh = human KLK5 protease inhibitors, primary screen, biochemical, 1536-well | 210,000 compounds, 0.59% hits | Kallikrein-5 (Homo sapiens), Q9Y337 | recombinant hK5, fluorogenic AMC substrate cleavage | AID 873, 2007 | inhibition, % at 5 µM;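 active = inhibition of 40% or more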;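 note: 0% = enzyme controls without compound and 100% = no-enzyme blanks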
Rad51 HR inh = human RAD51 strand exchange inhibitors, primary screen, biochemical, fluorescence | inhibition, % at 10 µM | 200,000 compounds, 0.085% hits | hRad51 DNA strand exchange, fluorescence dequenching;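 active = inhibition above 40% at the single screening dose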;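 note: 0% = DMSO control wells and 100% = blanks with heterologous ssDNA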
Target sequence (Q06609 whole entry, looked up): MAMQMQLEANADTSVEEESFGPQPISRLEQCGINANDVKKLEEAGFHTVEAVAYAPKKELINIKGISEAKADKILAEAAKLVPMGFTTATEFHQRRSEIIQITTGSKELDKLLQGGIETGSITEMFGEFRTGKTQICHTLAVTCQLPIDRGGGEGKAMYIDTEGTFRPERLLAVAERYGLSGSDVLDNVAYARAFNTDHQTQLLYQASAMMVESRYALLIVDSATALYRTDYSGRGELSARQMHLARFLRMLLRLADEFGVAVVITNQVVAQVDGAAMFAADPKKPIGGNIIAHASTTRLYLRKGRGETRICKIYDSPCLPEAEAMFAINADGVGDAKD
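Test system: preformed human Rad51 ssDNA filaments; also added: Donor/quencher-labelled 47-bp dsDNA substrate; doses: 10 µM final, single point; times: 37 °C 15-min filament assembly, 30-min compound preincubation, 15-min exchange; detection: FRET fluorescence dequenching, excitation 485 nm, emission 520 nm; read-out basis: Fluorescence-based percent inhibition, control- and blank-normalised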
14-3-3 Bad PPI = inhibitors of 14-3-3 zeta/Bad binding, primary screen, biochemical, TR-FRET, bovine 14-3-3 zeta; 14-3-3 protein zeta/delta (Bos taurus), P63103; TR-FRET 14-3-3zeta/Dy647-pBad peptide displacement, 1 h; inhibition, % at 21.7 µM; 220,000 compounds, 0.71% hits; AID 781, 2007;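 active = inhibition above about 70%, limit read from the data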;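 note: 0% = full 14-3-3 plus peptide FRET controls and 100% = background without 14-3-3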
p97 ATPase inh = inhibitors of human p97 ATPase, primary screen, biochemical. Transitional endoplasmic reticulum ATPase (Homo sapiens), P55072. recombinant p97 ATPase, Kinase-Glo ATP luminescence, 3 h. inhibition, % at 8 µM. 220,000 compounds, 0.42% hits. AID 1481, 2009; in the data active = inhibition above about 15%;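 note: 0% = DMSO vehicle and 100% = wells lacking enzyme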
FXIa inh = human FXIa protease inhibitors, primary screen, biochemical, 1536-well; Coagulation factor XI (Homo sapiens), P03951; purified FXIa, Boc-Glu-Ala-Arg-AMC fluorogenic substrate; inhibition, % at 5 µM; 220,000 compounds, 0.14% hits; AID 798, 2007;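 active = inhibition of at least 40%; inactive = inhibition below 40%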;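 note: fluorescence of freed AMC excited at 355 nm; 0% = enzyme without compound and 100% = no enzyme blank; many of its hits are not listed in these tables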
MDM2 E3 inh = MDM2-luciferase reporter signal enhancers, primary screen, MDM2 E3 ligase inhibitor project, cell-based, luminescence, 1536-well; E3 ubiquitin-protein ligase Mdm2 (Homo sapiens), Q00987; 210,000 compounds, 0.11% hits; signal enhancement, % at 5 µM; cell-based MDM2 ubiquitination luciferase reporter, 2 h; 0 = plate control, 100 = twice control, blank-subtracted; AID 1230, 2008;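 active = signal enhancement of 30% or more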;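 note: luminescence tracks abundance of the self-degrading MDM2-luciferase fusion protein; higher signal means inhibition of MDM2 E3 ligase activity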
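Material: Stable MDM2–luciferase fusion reporter cells | Amount: 2000 cells seeded into each well | Dosing: One concentration, 5 µM, with 0.2% DMSO | Incubation: 4 h cell settling then 2 h compound exposure, 37 °C | Measured by: Luciferase luminescence | Read-out basis: % enhancement relative to plate controls after blank subtraction | Benchmarks: Control and blank well means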
FXIIa inh 1536 = human FXIIa protease inhibitors, primary screen, biochemical, 1536-well. Coagulation factor XII (Homo sapiens), P00748. 220,000 compounds, 0.3% hits. inhibition, % at 5 µM. purified FXIIa, Boc-QGR-AMC fluorogenic substrate, 2 h. AID 800, 2007; in the data active = inhibition above about 40%;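 note: 0% = enzyme with no compound and 100% = blank without enzyme; many of its hits are not listed in these tables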
Target sequence (P00748 20-372 limits assumed): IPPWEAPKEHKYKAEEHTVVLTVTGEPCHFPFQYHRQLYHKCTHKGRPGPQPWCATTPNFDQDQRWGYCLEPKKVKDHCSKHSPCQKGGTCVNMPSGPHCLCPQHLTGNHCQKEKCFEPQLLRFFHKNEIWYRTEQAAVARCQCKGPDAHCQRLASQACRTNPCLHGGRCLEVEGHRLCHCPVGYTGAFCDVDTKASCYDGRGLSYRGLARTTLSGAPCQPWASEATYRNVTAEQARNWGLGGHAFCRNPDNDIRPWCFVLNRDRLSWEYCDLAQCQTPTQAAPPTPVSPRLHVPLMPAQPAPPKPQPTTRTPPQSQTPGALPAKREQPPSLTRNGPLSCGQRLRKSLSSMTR
Target sequence (P00748 373-615 limits assumed): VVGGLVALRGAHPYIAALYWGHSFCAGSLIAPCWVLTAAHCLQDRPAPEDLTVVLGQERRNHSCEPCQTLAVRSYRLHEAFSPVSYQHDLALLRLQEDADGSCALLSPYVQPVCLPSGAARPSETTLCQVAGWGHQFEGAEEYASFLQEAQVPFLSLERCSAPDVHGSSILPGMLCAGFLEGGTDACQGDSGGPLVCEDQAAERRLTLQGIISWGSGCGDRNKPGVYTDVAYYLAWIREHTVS
The depositor's hits bear a star; x = not tested or not shown; [ ] = another dose, or the depositor's remark. This is a random part of the collection; 3.5% or so of the library scored in one or more.

entry	structure	MDM2 E3 inh	p97 ATPase inh	FXIa inh	Rad51 HR inh	Wee1 stabilizer
1	O=C1CC(C(=O)Nc2ccc(F)cc2)S/C(=N\N=C\c2ccco2)N1 (stereo not drawn)	x	3	4	x	2
2	C=C(C)COc1ccc(-c2n[nH]c(C)c2-c2ccc(OC)cc2)c(O)c1	5	1	8	-4	0
3	O=C(CCNS(=O)(=O)c1cccc2nsnc12)NCc1cccs1	-16	-1	-16	-1	1
4	Cc1cc(C)nc(SCc2ccc(C(=O)NN=C3C4CC5CC(C4)CC3C5)cc2)n1	-11	6	4	7	3
5	O=C(COc1cccnc1[N+](=O)[O-])N1CCN(C(=O)c2ccco2)CC1	-2	10	-5	11	-3
6	Cn1c(/N=C/c2cc(Cl)ccc2O)nc2ccccc21	3	0	-3	0	-3
7	CCOC(=O)C1(Cc2ccccc2)CCCN(Cc2ccncc2)C1 (stereo not drawn)	-1	0	-8	7	-2
8	CC(=O)Oc1ccc(C)cc1N1C(=O)c2ccc(C(=O)O)cc2C1=O	-18	4	3	3	-2
9	CCNC(=O)COC(=O)/C=C/c1cccc([N+](=O)[O-])c1	-7	-3	-3	0	1
10	CCOc1cc(-c2noc(N)c2C(=O)OC)cc(OCC)c1OCC	-1	0	2	x	1
11	CCOC(=O)c1[nH]cnc1C(=O)NCc1ccccc1	-8	6	9	-1	2
12	CCOC(=O)CN1CC23C=CC(O2)C(C(=O)NC2CCCC2)C3C1=O (stereo not drawn)	-21	5	-1	0	0
13	COC(=O)CC1(C(=O)OC)Oc2ccc(Br)cc2C(=O)N1c1ccc(Br)cc1Cl (stereo not drawn)	-5	-2	0	0	2
14	CCN(C(=O)c1cc2ccccc2oc1=O)c1cccc(C)c1	-28	-7	4	1	1
15	COc1ccc(C2=NOC(C(=O)NC(C)C)C2)cc1 (stereo not drawn)	0	-1	-1	-8	-2

entry	hK5 inh	14-3-3 Bad PPI	eIF4E 4G PPI	FXIIa inh 1536
1	-18	-3[fluorescence artefact?]	7	8
2	-2	-6	0	21
3	-5	-19	-1[fluorescence artefact?]	-19
4	-13	-16	-2	9
5	-7	43	6	2
6	-2	5	-2	0
7	-6	-2	3	-4
8	10	2	2	8
9	-2	-1	1	1
10	-11	11[fluorescence artefact?]	6	10
11	6	-7	2	8
12	-10	5[fluorescence artefact?]	4	9
13	-3	-14	-3	3
14	32	-20	-2	18
15	-6	5[fluorescence artefact?]	5[fluorescence artefact?]	13

(cont.)
entry	structure	MDM2 E3 inh	p97 ATPase inh	FXIa inh	Rad51 HR inh	Wee1 stabilizer
16	COc1ccc(N(CCC#N)S(=O)(=O)c2ccc(Cl)cc2)cc1	-18	2	-9	1	0
17	CCN(C(=O)COC(=O)CNC(=O)c1ccc(C)s1)c1ccccc1	-7	-6	2	-27	-3
18	O=C(COc1ccccc1)NC(=S)Nc1cccc([N+](=O)[O-])c1	10	1	4	-4	-1
19	Cc1cccc(C)c1NC(=O)COC(=O)c1cc(=O)c2ccccc2o1	x	4	1	0	-2
20	CCC(C)NCCCCOc1cc(C)cc(C(C)C)c1 (stereo not drawn)	6	0	-1	23	3
21	CCOC(=O)C(=O)CC(=O)c1ccc2c(c1)OCCO2	2	-1	-2	16	-1
22	CCC(NC(=O)Nc1nnc(C(F)(F)F)s1)(C(F)(F)F)C(F)(F)F	-12	-6	3	-5	-2
23	O=C1c2ccccc2C(=O)N1c1cccnc1	-2	2	8	5	-2
24	COc1ccccc1CNC(=O)C1CCN(Cc2nc(-c3cccc(Cl)c3)oc2C)CC1	-19	0	-7	-13	-4
25	CCN(CC)C(=O)CSc1nc2ccc(NC(=O)CSc3nnc(COc4ccccc4C)n3C)cc2s1	-18	3	-5	2	-2
26	COc1cccc(C(=O)N2CCN(C(=O)c3cccs3)CC2)c1OC	-6	2	0	-2	-2
27	Cc1nc2ccc(NC(=O)N3CCOCC3)cc2nc1C	-10	3	-1	-5	2
28	Cc1cc(C=O)c(C)n1-c1ccc(N2CCOCC2)cc1	0	7	-4	-4	0
29	CCN(CC)S(=O)(=O)c1ccc(Cl)c(C(=O)N2CCc3ccccc32)c1	-28	-4	17	4	6
30	CCc1nc(N2CCN(Cc3ccc4c(c3)OCO4)CC2)c2oc3ccccc3c2n1	-8	-12	-3	6	0

entry	hK5 inh	14-3-3 Bad PPI	eIF4E 4G PPI	FXIIa inh 1536
16	-22	0	-3	9
17	4	4	6	9
18	-19	-25[fluorescence artefact?]	9	13
19	7	3	5	9
20	-14	10	0[fluorescence artefact?]	6
21	-2	-11	2	8
22	-6	2	-10	12
23	6	-1	-2[fluorescence artefact?]	7
24	1	0	1	6
25	9	1	-5	11
26	-4	4	1	8
27	-4	9	1	5
28	-5	-20[fluorescence artefact?]	-2	5
29	2	-12	-3	12
30	-18	80*	8[fluorescence artefact?]	3

Next section
entry	structure	MDM2 E3 inh	p97 ATPase inh	FXIa inh	Rad51 HR inh	Wee1 stabilizer
31	CCOC(=O)c1sc(NC(=O)Nc2ccc(Cl)cc2)nc1C	-23	4	15	-2	0
32	CCOc1ccccc1NC(=O)CCS(=O)(=O)c1ccc(OC)cc1	9	2	0	x	2
33	O=C(CSc1nccn1-c1cccc(Cl)c1)NO	-1	-3	21	-6	0
34	C/C=C/C(=O)OCC(=O)Nc1ccc(OC)c(Cl)c1	7	5	7	-1	3
35	O=C(O)COc1ccccc1/C=N/NC(=O)CSc1nnc(SCc2ccccc2)s1	1	0	0	1	-4
36	NC(=O)c1c[nH]c2ccccc12	3	7	1	-22	6
37	CCCc1nc2cc(Cl)c([N+](=O)[O-])cc2o1	-16	0	-3	x	2
38	Cc1cc(C)n2nc(SCC(=O)c3c(N)n(CC(C)C)c(=O)n(C)c3=O)nc2n1	-2	4	3	4	1
39	CC(NC(=O)COC(=O)c1ccc2c(c1)OCO2)c1ccccc1 (stereo not drawn)	-12	-1	-5	-5	-1
40	CCSc1nnc(CNc2ccc(C)cc2)n1C	-3	-2	4	17	-2
41	Cc1nn(C(=O)c2cccc([N+](=O)[O-])c2)c(C)c1Sc1ccccc1	-3	2	3	7	3
42	CCC/C(=N\NC(=O)c1csc(C)c1C)c1cccs1	-1	4	4	-2	0
43	O=C(Cc1ccccc1)NNC(=O)Cc1ccccc1	-8	1	-2	-4	-2
44	Cc1cc(C)cc(N(C(=O)CNS(=O)(=O)c2ccccc2)C(C(=O)NCc2ccccc2)c2ccc(C)o2)c1 (stereo not drawn)	-9	-11	22	-3	11*
45	CCOC(=O)Cc1csc(N(C)C)n1	-65	-2	-3	2	9

entry	hK5 inh	14-3-3 Bad PPI	eIF4E 4G PPI	FXIIa inh 1536
31	-13	2	-18	25
32	x	-5	3	7
33	16	-2	0	x
34	-7	-1	4	5
35	0	11	3	6
36	-2	-10	-2	6
37	x	-5	2	5
38	-4	-16	2	5
39	-5	-7	-2	3
40	-10	-1	1	6
41	-21	8	6	15
42	-3	-4	-3	19
43	-2	-16	-2	8
44	29	10	0[fluorescence artefact?]	22
45	-13	1	0	3

(further entries)
entry	structure	MDM2 E3 inh	p97 ATPase inh	FXIa inh	Rad51 HR inh	Wee1 stabilizer
46	O=C(CNC(c1ccccc1)c1ccccc1)Nc1ccc(F)cc1	x	4	22	x	0
47	Cn1ncc2c(c(SCc3ccc(Cl)cc3Cl)nn2C)c1=O	-10	-4	-5	-5	-1
48	S=C(Nc1ccccc1)Nc1ccccc1-n1cccc1	-12	5	-10	2	0
49	Cc1c(Cl)cccc1NC(=O)CCC(=O)N/N=C/c1ccc[nH]1	-12	-2	-9	-5	4
50	COc1cccc(-n2c(Cc3cc(=O)[nH]c(=O)[nH]3)nnc2SCC(=O)Nc2ccccc2)c1	-12	2	1	-9	2
51	CCNC(=O)COc1ccc(OCc2ccccc2)cc1	-10	3	-3	12	3
52	O=C(CN1CCCCC1)Nc1cc(Cl)ccc1Oc1ccccc1	0	-1	-1	-3	5
53	O=C(Cc1ccc(-n2c(=O)c3sccc3n(CC(=O)Nc3ccccc3)c2=O)cc1)NCc1ccco1	-2	6	-4	-12	-4
54	O=C(NCCN1CCOCC1)c1ccc(=O)oc1	-4	3	4	-13	0
55	Cc1csc(NC(=O)CCc2c(C)nc3cc(-c4ccc(Cl)cc4)nn3c2C)n1	x	-7	-1	x	0
56	O=C(NCCN1CCOCC1)c1cnn2c(-c3ccccc3)cc(-c3ccccc3)nc12	-22	-3	1	2	-3

entry	hK5 inh	14-3-3 Bad PPI	eIF4E 4G PPI	FXIIa inh 1536
46	-15	-10[fluorescence artefact?]	4[fluorescence artefact?]	25
47	5	7	-1	2
48	-9	-10	1	5
49	0	-7[fluorescence artefact?]	16	-4
50	-5	4	2	9
51	-9	1	1	0
52	3	-7	5	10
53	0	-13	-2	7
54	-5	-10	-7	16
55	20	22[fluorescence artefact?]	8	25
56	-13	-1	0	10

3 compounds out of the list above, ordered by the number in eIF4E 4G PPI, highest first:
entry	SMILES	eIF4E 4G PPI
52	O=C(CN1CCCCC1)Nc1cc(Cl)ccc1Oc1ccccc1	5
24	COc1ccccc1CNC(=O)C1CCN(Cc2nc(-c3cccc(Cl)c3)oc2C)CC1	1
33	O=C(CSc1nccn1-c1cccc(Cl)c1)NO	0

Reprinted at random: four compounds from above
entry	structure	MDM2 E3 inh	p97 ATPase inh	FXIa inh	Rad51 HR inh	Wee1 stabilizer
54	O=C(NCCN1CCOCC1)c1ccc(=O)oc1	-4	3	4	-13	0
51	CCNC(=O)COc1ccc(OCc2ccccc2)cc1	-10	3	-3	12	3
46	O=C(CNC(c1ccccc1)c1ccccc1)Nc1ccc(F)cc1	x	4	22	x	0
50	COc1cccc(-n2c(Cc3cc(=O)[nH]c(=O)[nH]3)nnc2SCC(=O)Nc2ccccc2)c1	-12	2	1	-9	2

entry	hK5 inh	14-3-3 Bad PPI	eIF4E 4G PPI	FXIIa inh 1536
54	-5	-10	-7	16
51	-9	1	1	0
46	-15	-10[fluorescence artefact?]	4[fluorescence artefact?]	25
50	-5	4	2	9
